Compound activity as filed in PubChem BioAssay.
RGS4 inh: human RGS4 inhibition; P49798; Potency, µM (doses to about 114 µM), without a hit: at the highest dose activity change, negative = inhibition, usual class: inhibitors; 390,000 compounds, 0.039% hits; Transcreener GDP fluorescence polarization, RGS4-accelerated GTP hydrolysis; further: on the % scale 0 is the no-effect control and ±100 the full control effect; nearly all actives have a fitted effect of over 75% in size; some results filed as inactive show a strong effect at the top dose
Target sequence (P49798 whole entry, looked up): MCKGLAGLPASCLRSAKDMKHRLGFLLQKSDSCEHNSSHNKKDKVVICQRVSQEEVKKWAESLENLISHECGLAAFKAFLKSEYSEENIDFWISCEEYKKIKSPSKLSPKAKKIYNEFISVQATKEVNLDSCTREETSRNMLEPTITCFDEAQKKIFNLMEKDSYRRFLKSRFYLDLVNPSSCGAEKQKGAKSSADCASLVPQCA
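MLSMR compounds (23 nl, pin-transferred) preincubated 10 min at room temperature with a 500nM (2x) first reagent, then RGS4 at 900nM (2x) plus Transcreener GDP mix added; fluorescence polarization (620/688 nm) read before and after 90 min at 30 °C.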
TrxR1 substrate: is turned over as a substrate by rat TrxR1; AID 588456; Potency, µM (highest dose often 114 µM), inactives show at the highest dose activity change, negative = substrate turnover; O89049; 390,000 compounds, 0.01% hits; purified TrxR1 substrate turnover, NADPH consumption readout; further: on the % scale 0 is the no-effect control and ±100 the full control effect; nearly all actives have a fitted effect of over 50% in size
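Rat TrxR1, dispensed at 90 nM, was prereduced with 400 uM NADPH (final) for 5 min at ~22 deg C, then incubated with compound 15 min before 400 uM selenite. A first-read NADPH fluorescence drop versus no-compound background flagged substrates.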
IDH1 R132H inh: blocks human mutant IDH1 R132H enzyme; IDH1-R132H enzyme, NADPH consumption, diaphorase/resazurin fluorescence; 390,000 compounds, 0.093% hits; O75874; Potency, µM (doses to about 76.6 µM), for the others: top-dose activity change, negative = inhibition, hits mostly inhibitors; further: on the % scale 0 is the no-effect control and ±100 the full control effect; nearly all actives have a fitted effect of over 65% in size
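IDH1-R132H (0.5 ug/mL dispensed) in pH 7.5 Tris buffer was preincubated 30 min with compound, then given a substrate mix of 0.016 mM NADPH and 2 mM alpha-KG for 80 min at room temperature; remaining NADPH was read by diaphorase/resazurin fluorescence.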
12-LOX inh: blocks human arachidonate 12S-lipoxygenase; P18054; purified 12hLO, xylenol orange hydroperoxide absorbance; Potency, µM (series often up to 108 µM), without a hit: at the top dose activity change, negative = inhibition, actives largely listed as inhibitors; 580,000 compounds, 1.1% hits; further: on the % scale 0 is the no-effect control and ±100 the full control effect
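Purified human 12hLO at 150 nM in 25 mM Hepes, 0.01% Triton X-100, pH 7.0, preincubated 15 min at room temperature with compound. Reaction started with 40 uM arachidonic acid, 30 min at room temperature. Hydroperoxide measured by Fe-xylenol orange, 573/405 nm absorbance ratio.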
Vif-APOBEC3F blk: Vif-A3F binding inhibition; 390,000 compounds, 0.2% hits; Potency, µM (titrated, usually from 46.1 µM), inactives show at the highest dose activity, negative = active; HeLa A3F-eYFP + Vif (tagged APOBEC3F with the HIV-1 protein that degrades it), YFP fluorescence increase; further: % of control where 0% means no effect; nearly all actives have a fitted effect of over 65% in size
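Fluorescence increase (Ex 488/Em 500-530) after overnight compound treatment at 37 deg C flags inhibition of Vif-driven A3F-eYFP loss in stable HeLa A3F-eYFP/Vif cells seeded overnight beforehand.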
Vif-APOBEC3G blk: Vif-A3G binding inhibition | Q9HC16 | HeLa A3G-eYFP + Vif (tagged APOBEC3G with the HIV-1 protein that degrades it), YFP fluorescence, overnight | Potency, µM (series often up to 46.1 µM), inactives show at the highest dose activity, negative = active, most hits filed as inhibitors | 410,000 compounds, 0.076% hits | AID 602310;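 further: on the % scale 0 is the no-effect control and ±100 the full control effect; nearly all actives have a fitted effect of over 60% in size; hits raise eYFP signal because A3G escapes Vif-driven loss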
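Read-out is eYFP fluorescence (Ex 488/Em 500-530) from Vif-expressing HeLa A3G-eYFP cells; more signal means A3G escaped Vif-mediated degradation. Cells plated overnight, compound pinned in, incubated overnight at 37 deg C.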
rTrxR1 inhibitor: inhibitors of rat thioredoxin reductase 1; Potency, µM (doses to about 114 µM), for inactives: top-dose activity change, negative = inhibition, actives largely listed as inhibitors; recombinant rTrxR1, NADPH fluorescence consumption, selenite substrate; O89049; 390,000 compounds, 1% hits; further: on the % scale 0 is the no-effect control and ±100 the full control effect; nearly all actives have a fitted effect of over 65% in size
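Rat TrxR1 (90 nM in the dispensed reagent) was pre-reduced with 400 uM NADPH for 5 min at room temperature, then incubated with compound for 15 min. After 400 uM selenite was added, NADPH fluorescence (Ex 340/Em 450 nm) was followed for 8 min.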
RXFP1 agonist: activates the human relaxin receptor RXFP1 | Q9HBX9 | HEK293T-RXFP1 cAMP TR-FRET, 30 min; response scale: percent of porcine relaxin response, buffer zero | Potency, µM (top dose mostly 57.5 µM), for the others: top-dose activation, hits mostly activators | 370,000 compounds, 0.3% hits | AID 2676; further: on the % scale 0 is the no-effect control and ±100 the full control effect; nearly all actives have a fitted effect of over 60% in size; many of its hits are not listed in these tables
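Agonist response is measured as cAMP accumulation in an RXFP1-transfected HEK293T line under PDE4 inhibition. Values are scaled between buffer-only and 29 nM porcine relaxin, and EC50s come from standard Hill equation fits.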
USP1-UAF1 inh: blocks the human USP1/UAF1 deubiquitinase complex. recombinant USP1/UAF1, Ub-Rhodamine cleavage fluorescence. 390,000 compounds, 0.23% hits. O94782. Potency, µM (series often up to 57.1 µM), for inactives: top-dose activity change, negative = inhibition, hits mostly inhibitors. AID 743255; further: on the % scale 0 is the no-effect control and ±100 the full control effect; nearly all actives have a fitted effect of over 60% in size; inactives centre near -12
Target sequence (O94782 whole entry, looked up): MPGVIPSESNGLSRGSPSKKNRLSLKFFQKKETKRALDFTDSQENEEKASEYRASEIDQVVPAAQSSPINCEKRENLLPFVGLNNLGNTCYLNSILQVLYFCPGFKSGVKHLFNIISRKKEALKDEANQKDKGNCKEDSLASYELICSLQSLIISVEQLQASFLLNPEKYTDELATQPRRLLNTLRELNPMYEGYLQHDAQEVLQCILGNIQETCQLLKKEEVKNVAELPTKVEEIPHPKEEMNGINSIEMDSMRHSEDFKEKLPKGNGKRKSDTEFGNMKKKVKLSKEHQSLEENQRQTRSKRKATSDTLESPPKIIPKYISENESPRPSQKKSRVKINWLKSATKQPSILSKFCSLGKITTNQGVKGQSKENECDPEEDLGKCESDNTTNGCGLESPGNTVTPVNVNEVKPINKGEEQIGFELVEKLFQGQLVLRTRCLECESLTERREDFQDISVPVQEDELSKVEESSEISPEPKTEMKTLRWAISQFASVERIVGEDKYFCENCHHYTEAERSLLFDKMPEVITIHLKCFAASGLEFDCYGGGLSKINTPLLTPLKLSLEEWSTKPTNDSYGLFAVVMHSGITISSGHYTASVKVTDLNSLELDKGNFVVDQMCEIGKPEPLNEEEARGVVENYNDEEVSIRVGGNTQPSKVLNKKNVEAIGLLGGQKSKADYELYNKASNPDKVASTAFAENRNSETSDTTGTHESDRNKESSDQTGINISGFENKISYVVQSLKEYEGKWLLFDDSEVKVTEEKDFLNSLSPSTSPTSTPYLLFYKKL
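High-throughput fluorogenic screen: 1nM USP1/UAF1 complex, Ub-Rho substrate 150nM final, 50mM HEPES pH 7.8 with 0.5mM EDTA, 0.1 mg/ml BSA, 1mM TCEP and 0.01% Tween-20.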
* hit, by the source's call; i = inactive; ? = inconclusive; nt = no result given; [ ] = remark or other dose. The call rests on the fitted dose curve; in most records, active means well fitted curve in the direction sought with a large enough effect; inconclusive means small, poorly fitted or top-dose-only effect, or another doubt; inactive means no such curve, though single readings can be large; an effect the other way counts as inactive or inconclusive. Potency means the concentration at half of the fitted maximal effect. An excerpt (hit frequency here may not be typical).

item	Compound	RGS4 inh	TrxR1 substrate	IDH1 R132H inh	12-LOX inh	Vif-APOBEC3F blk	Vif-APOBEC3G blk	rTrxR1 inhibitor	RXFP1 agonist	USP1-UAF1 inh
1	O=C1Nc2cc(C(=O)NCCN3CCCCCC3)ccc2S/C1=C/c1ccccc1F	nt	nt	-6%	28µM*	2%	-22%	nt	nt	-25%
2	COc1cccc2c1C(=O)c1c(O)c3c(c(O)c1C2=O)CC(O)(C(C)=NNC(=O)c1ccc(Cl)c(Cl)c1)CC3OC1CC(N)C(O)C(C)O1 (configuration not stated)	14%	3%[11.4 µM]	?	?	-14%	9%	-3%[11.4 µM]	nt	?
3	CCC(CC)c1nc(NCCC(=O)O)c2ccccc2n1	-9%	4%[57.1 µM]	0%	10%	-1%	-5%	-9%	2.2%	-5%
4	Oc1ccc(Cl)cc1C1=NNC(c2cc(Br)cc3c2OCOC3)C1 (configuration not stated)	1%	-3%	1%	-44%	-1%	-8%	?	2.0%	-9%
5	CC1CCCCC1NC(=O)c1ccncc1 (configuration not stated)	39%	-4%	-15%	0%	0%	2%	9%	-0.7%	-8%
6	COc1cccc(Cn2cnc3c(NS(=O)(=O)c4cc(Cl)ccc4Cl)c(C)c(C)cc32)c1	-25%	4%	-4%	0%	-2%	0%	17%	0.2%	-22%
7	COc1ccc(NC2=C(NCCO)C(=O)c3ccccc3C2=O)cc1	-19%	-10%	10%	?	-13%	?	-25%	-2.5%	25µM*
8	COc1ccc(-n2c(C)cc(/C=C3\C(=N)N4N=C(CC(=O)N5CCOCC5)SC4=NC3=O)c2C)cc1	-22%	5%	1%	-19%	-8%	-19%	29%	1.2%	-26%
9	CCn1cc(CN2CCC(n3nccc3NC(=O)c3ccc4c(c3)OCO4)CC2)c(C)n1	16%	-3%	-3%	i	-8%	2%	10%	-0.3%	-1%
10	Cc1cccc(NC(=O)CSCC(=O)Nc2ccc(S(=O)(=O)N3CCCCC3)cc2)c1	-13%	-1%[57.1 µM]	0%	?	15%	-1%	5%[57.1 µM]	-0.4%	-17%
11	CN(C)Cc1cc(C(C)(C)C)cc(N2CCOCC2)c1O	4%	5%[57.1 µM]	-9%	?	-15%	0%	1%[2.29 µM]	nt	-18%
12	CCCn1c(SCC(=O)Nc2cccc(C)n2)nnc1-c1ccco1	5%	-4%[57.1 µM]	4%	-23%	-8%	-3%	-11%[57.1 µM]	0.3%	-5%
13	O=C(CNC(=O)C1CCCCC1)OCC(=O)c1ccc(Cl)s1	-29%	0%[57.1 µM]	4%	-20%	-3%	0%	19%[57.1 µM]	?	?
14	CCOC(=O)N1CCN(C(=O)COc2ccc([N+](=O)[O-])cc2)CC1	22%	3%[57.1 µM]	-6%	0%	-3%	-3%	13%[57.1 µM]	0.8%	-17%
15	CC(=O)NCCC(=O)Nc1ccc(C)c(F)c1	9%	-9%	8%	0%	4%	3%	-13%	0.2%	-6%
16	COC(=O)COc1ccc(S(=O)(=O)NCc2ccccn2)cc1	12%	6%	18%	-9%	5%	0%	13%	-2.4%	-3%
17	CC1=C(C)CC(C(=O)NNC(=O)c2ccccc2)C(C(=O)O)C1 (configuration not stated)	15%	4%[57.1 µM]	-3%	0%	6%	0%	10%[57.1 µM]	2.1%	-5%
18	O=C(COC(=O)c1cc(S(=O)(=O)N2CCOCC2)ccc1O)Nc1ccc2c(c1)OCO2	3%	-5%	-2%	-2%	-3%	-8%	-8%	nt	-19%
19	COc1cccc(C(c2sc3nc(C)nn3c2O)N2CCC3(CC2)OCCO3)c1 (configuration not stated)	17%	-3%	1%	2%	2%	-5%	6%	-0.6%	-4%
20	O=C(CCc1nnc2ccc(NCc3ccccc3)nn12)NC1CCCCC1	5%[11.4 µM]	-3%	-11%	18%	-10%	-7%	4%	4.2%	-17%
21	CCS(=O)(=O)N1CCN(c2cccc(C)c2C)CC1	10%	-9%	-1%	?	-1%	0%	-8%	1.4%	-6%
22	O=C(NCC1CCCO1)c1cc(C(=O)C2CCCCC2)c[nH]1 (configuration not stated)	-2%	1%	18%	7%	-3%	0%	7%	-2.1%	-12%
23	C=CCn1c(SCC(=O)Nc2ccc(F)cc2)nnc1-c1cnccn1	19%[11.4 µM]	-5%	23%	0%	-3%	-1%	4%	7.7%	-3%
24	Cc1cc(Br)ccc1NC(=O)C1CSC2(C)CCC(=O)N12 (configuration not stated)	-12%	7%	3%	-16%	0%	-1%	16%	1.9%	-19%
25	CC(=O)c1ccc(NC(=O)COC(=O)Cn2cnc3ccccc32)cc1	-5%	-5%	1%	3%	7%	2%	-6%	nt	-12%
26	CCOC(=O)C1(Cc2cccc(F)c2)CCN(Cc2ccc(COC)o2)CC1	-11%	1%	6%	-11%	-6%	-2%	6%	0.8%	-12%
27	O=C(O)c1ccccc1P(=O)(c1ccccc1)c1ccccc1	-15%	8%[57.1 µM]	3%	2%	10%	0%	4%[57.1 µM]	0.6%	-7%
28	CCCN1Cc2cccc(C(=O)Nc3ccccc3F)c2C1=O	3%	-3%	0%	4%	-1%	0%	13%	-1.5%	15%
29	CC(=O)c1ccc(NC(=O)C[n+]2ccc(N(C)C)cc2)cc1	7%	13%[57.1 µM]	8%	-9%	-3%	3%	20%[57.1 µM]	0.7%	2%
30	COc1ccccc1NC(=O)CN1C(=O)C2(OCCCO2)c2ccccc21	-6%	2%	2%	26%	-12%	-7%	20%	-0.7%	-20%
31	CCN(CC)CCNC(=O)C1(O)c2cc(Br)ccc2NC(=O)N1c1c(F)cccc1F (configuration not stated)	25%	4%	-5%	24%	-13%	1%	19%	0.6%	-14%
32	COC(=O)c1ccc(Oc2nc(Nc3ccc(F)cc3)nc(N3CCCC3)n2)cc1	11%	19%	10%	-11%	-1%	1%	12%[57.1 µM]	1.2%	0%
33	O=C(NN=C1CCC(=NNC(=O)c2ccccn2)CC1)c1ccccn1	20%	-2%[57.1 µM]	0%	-4%	-5%	1%	-8%[57.1 µM]	-0.4%	-12%
34	COc1ccc(CNC(=O)CSCc2c(F)cccc2Cl)cc1	11%	-9%	1%	-1%	11%	-6%	-5%	-0.8%	-14%
35	Cn1c(=O)c2c(nc(OCc3ccc4c(c3)OCO4)n2Cc2ccccc2Cl)n(C)c1=O	27%	10%[57.1 µM]	0%	-2%	6%	-13%	7%[57.1 µM]	-0.4%	-16%
36	CCc1cc(C(=O)N(C)CC(=O)Nc2c(Cl)cccc2Cl)sc1C	13%	-2%	-2%	0%	-6%	-2%	-4%	-0.2%	-6%
37	CCOc1ccc(CNC(=O)C2CCN(c3nc4ccccc4nc3C(F)(F)F)CC2)cc1OC	-5%	1%[57.1 µM]	-2%	0%	3%	-2%	14%[57.1 µM]	-0.3%	-13%
38	COc1ccc(-c2nnn3c2nc(N2CCCC(C)C2)c2ccccc23)cc1 (configuration not stated)	6%	-2%	3%	?	0%	4%	6%	7.3%	-14%
39	COCCNC(=O)c1ccc(Cl)c(Cl)c1	34%	-5%	3%	1%	-1%	-2%	-5%	-1.5%	-3%
40	CC(C)C(NC(=O)c1ccc2c(c1)OCO2)C(=O)N/N=C\c1ccco1 (configuration not stated)	-7%	5%	2%	?	-5%	1%	10%	-2.8%	?
41	CCn1c(NCc2cccs2)nc2ccccc21	-4%	0%[57.1 µM]	-8%	0%	-22%	0%	-11%[57.1 µM]	0.3%	8%
42	Oc1ccc(C[C@H]2CNC(=S)N2CC2CCCN2C[C@H](Cc2ccccc2)N2C[C@H](Cc3ccc(O)cc3)N(CC3CCCCCC3)C2=S)cc1 (some centres not stated)	8%	5%	-4%	11µM*	-12%	-10%	30%	nt	-25%
43	O=[N+]([O-])c1ccc(OCn2cncn2)cc1	8%	10%[57.1 µM]	0%	4%	6%	3%	30%	-0.3%	-11%
44	COc1ccc(Cn2c(C(=O)O)c(CNCc3cccc(OC)c3)c3ccc(C)cc32)cc1	4%	0%	14%	-10%	1%	4%	15%	1.8%	-11%
45	O=C(CSc1nc2ccccc2nc1Cc1ccc(F)cc1)Nc1ccc2c(c1)OCO2	-14%	0%[57.1 µM]	38%[activator]	-5%	0%	-2%	24%[57.1 µM]	0.1%	-6%
46	O=C(Nc1cccc(C(=O)OCc2cc(=O)n3ccsc3n2)c1)c1ccc(F)cc1	11%	-3%[57.1 µM]	21%	?	-21%	-1%	8%[57.1 µM]	?	0%
47	CCOC(=O)c1c(S(=O)(=O)NCC(=O)Nc2cccc(C)c2)c(C)n(C)c1C	-28%	-1%	1%	11%	-8%	0%	-2%	2.6%	-16%
48	Cc1c(Cl)cccc1N1CC(C)(C)C1=O	-41%	5%[57.1 µM]	-1%	-22%	i	-6%	11%	0.1%	-9%

3 compounds from above, sorted by molecular weight, high to low:
item	Compound	RGS4 inh	TrxR1 substrate	IDH1 R132H inh	12-LOX inh	Vif-APOBEC3F blk	Vif-APOBEC3G blk	rTrxR1 inhibitor	RXFP1 agonist	USP1-UAF1 inh
46	O=C(Nc1cccc(C(=O)OCc2cc(=O)n3ccsc3n2)c1)c1ccc(F)cc1	11%	-3%[57.1 µM]	21%	?	-21%	-1%	8%[57.1 µM]	?	0%
47	CCOC(=O)c1c(S(=O)(=O)NCC(=O)Nc2cccc(C)c2)c(C)n(C)c1C	-28%	-1%	1%	11%	-8%	0%	-2%	2.6%	-16%
40	CC(C)C(NC(=O)c1ccc2c(c1)OCO2)C(=O)N/N=C\c1ccco1 (configuration not stated)	-7%	5%	2%	?	-5%	1%	10%	-2.8%	?
